Assay outcomes (PubChem)
CHO-K1 Ca antag: counter-screen for M1 antagonists: effect in parental CHO-K1 cells; ATP-induced calcium, Fluo-8 fluorescence; inhibition, % at 3 µM; 0.6% of 360,000 active;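 active means inhibition above a per-plate cutoff, the plate's mean sample inhibition plus 3 SD, cut at about 24% in these data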;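 further: 0% = DMSO plus EC80 ATP and 100% = DMSO alone without ATP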
M1 ag parental: counter-screen for M1 agonists: effect in parental CHO-K1 cells | 0.48% of 360,000 active | Fluo-8 calcium fluorescence; scaled to maximal ATP response, vehicle zero | AID 602248 | activation, % at 3 µM; in the data active means activation above about 15%;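 further: untransfected CHO-K1 host cells lacking M1 receptor as counterscreen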
CHO-K1 Ca PAM: counter-screen for M1 PAMs: effect in parental CHO-K1 cells. AID 602247. 0.02% of 360,000 active. ATP EC20, Fluo-8 calcium fluorescence; 0% at ATP EC20, 100% at ATP max. activation, % at 3 µM;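 active means activation above the run cutoff, the mean activation of all test compounds plus 3 SD, cut at about 40% in these data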;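 further: peak over basal fluorescence ratio in a 140 s read after ATP addition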
OXTR agonist: human OXTR agonism; P30559; CHO-OTR cells, Fluo-8 calcium fluorescence; normalized: DMSO 0%, oxytocin 100%; activation, % at 3 µM; 0.32% of 320,000 active; AID 2435;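 active means activation above the mean of all tested compounds plus 3 SD, cutoff set per screening run, cut at about 20% in these data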;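 further: peak over basal fluorescence ratio from a 100 s FLIPR kinetic read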
Target sequence (P30559 whole entry, looked up): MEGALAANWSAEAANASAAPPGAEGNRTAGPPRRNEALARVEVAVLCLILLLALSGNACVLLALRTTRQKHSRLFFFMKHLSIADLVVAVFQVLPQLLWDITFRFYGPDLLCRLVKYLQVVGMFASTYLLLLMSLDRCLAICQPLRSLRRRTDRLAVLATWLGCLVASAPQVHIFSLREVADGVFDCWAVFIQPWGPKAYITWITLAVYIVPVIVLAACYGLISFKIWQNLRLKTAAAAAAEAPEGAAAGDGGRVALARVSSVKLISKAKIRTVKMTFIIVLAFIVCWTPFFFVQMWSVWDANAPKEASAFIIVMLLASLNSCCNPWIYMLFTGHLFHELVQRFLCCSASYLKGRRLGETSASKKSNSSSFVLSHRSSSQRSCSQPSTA
V1aR counter: activates human V1a receptor in oxytocin agonist counter-screen | AID 2797 | CHO-V1R cells, Fluo-8 calcium fluorescence, agonist mode; 0% DMSO, 100% 3 nM vasopressin | activation, % at 3 µM | P37288 | 0.25% of 320,000 active;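 active means activation above the mean activation of all tested compounds plus 3 SD, per screening run, cut at about 20% in these data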;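 further: signal is peak over basal fluorescence ratio across a 100 second FLIPR read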
Target sequence (P37288 whole entry, looked up): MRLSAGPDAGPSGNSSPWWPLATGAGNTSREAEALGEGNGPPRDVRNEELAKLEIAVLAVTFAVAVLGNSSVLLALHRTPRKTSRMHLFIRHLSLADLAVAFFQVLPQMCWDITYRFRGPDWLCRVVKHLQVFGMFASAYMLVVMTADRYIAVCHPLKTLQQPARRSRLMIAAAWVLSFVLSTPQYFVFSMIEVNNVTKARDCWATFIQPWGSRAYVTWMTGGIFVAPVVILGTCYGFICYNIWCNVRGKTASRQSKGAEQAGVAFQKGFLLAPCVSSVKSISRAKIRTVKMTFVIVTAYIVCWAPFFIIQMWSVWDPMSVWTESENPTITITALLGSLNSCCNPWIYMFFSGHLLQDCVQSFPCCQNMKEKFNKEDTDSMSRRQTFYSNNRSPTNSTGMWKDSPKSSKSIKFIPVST
CHO parental Ca: counter-screen for OX1R antagonists: effect in parental CHO cells; parental CHO-K1, ATP-induced calcium, Fluo-8 fluorescence; inhibition, % at 5.6 µM; 0.63% of 330,000 active;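 active means inhibition above that plate's mean sample inhibition plus 3 SD, cut at about 26% in these data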;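 further: 0% = ATP-challenged DMSO wells and 100% = DMSO wells without ATP; some compounds past the cut are filed as inactive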
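Test system: untransfected parental CHO cell line; also added: ATP stimulus; dosing: 5.6 µM, single dose; signal: calcium-sensitive Fluo-8 fluorescence; measure: percent inhibition of ATP-evoked calcium rise, normalized to controls; benchmarks: low control ATP plus DMSO, high control DMSO only; replication: one well per compound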
OXTR potentiator: potentiators of human oxytocin receptor | CHO-OTR cells, Fluo-8 calcium fluorescence, potentiator mode; 0% = oxytocin EC15, 100% = EC100 | 0.061% of 320,000 active | P30559 | activation, % at 3 µM;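 active means activation above that plate's cutoff, the mean activation of tested compounds plus 3 SD, cut at about 6.6% in these data, passing the limit was not always enough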;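 further: 100% uses oxytocin at 75 nM as the full agonist control; some results filed as inactive read as strong as hits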
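Assay system: CHO cell line stably expressing human OTR | Also added: Oxytocin at about EC15, sub-maximal agonist stimulus | Times: Compound 6 min at room temperature before oxytocin, 100 s read | Measured by: Fluo-8 intracellular calcium fluorescence, ex 470-495, em 515-575 nm | Controls: EC15 oxytocin alone as 0%, 75 nM oxytocin as 100%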
TAAR1 antag: antagonists of human TAAR1. CHO RD-HGA16 TAAR1, Fluo-8 calcium fluorescence, antagonist. inhibition, % at 3 µM. 1.5% of 360,000 active. AID 624466;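 active means inhibition above a per-plate cutoff, the mean inhibition of test compounds on that plate plus 3 SD, cut at about 49% in these data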;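 further: 0% = DMSO plus EC80 beta-PEA response and 100% = DMSO alone without agonist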
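Material: CHO RD-HGA16 cells bearing hTAAR1; compound dosing: one-point dosing, 3 µM nominal final; schedule: dye loading 75 min at 37 °C, then 30 min room temperature; measured by: calcium fluorescence with Fluo-8; control set: vehicle and agonist controls; replication: n of 1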
GPR7 antag: blocks human GPR7 receptor signaling | 1.1% of 290,000 active | P48145 | GPR7-expressing cells, fluorescence antagonist assay | inhibition, % at 4.4 µM; in the data active means inhibition above about 16%, passing the limit was not always enough;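 further: cells stimulated with the agonist NPW; 0% = agonist with vehicle and 100% = vehicle without agonist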
The depositor's hits bear a star; · = no result given.

The opening 11 records (preview)
Molecule | CHO-K1 Ca antag | M1 ag parental | CHO-K1 Ca PAM | OXTR agonist | V1aR counter | CHO parental Ca | OXTR potentiator | TAAR1 antag | GPR7 antag
O=c1c2ccccc2nc(-c2ccccc2)n1/N=C/c1ccc([N+](=O)[O-])cc1 | -9.0 | 1.9 | 19.2 | -1.9 | 0.1 | -13.6 | -6.2 | -1.3 | -4.0
O=S1(=O)C=CC(N2CCOCC2)C1 (stereo unspecified) | -11.3 | 0.9 | 12.4 | 0.1 | 0.7 | 6.4 | -2.1 | -4.1 | 0.2
Cn1cccc1CNCC(O)c1ccccc1 (stereo unspecified) | 7.0 | -0.4 | -6.4 | -0.6 | 0.1 | -5.3 | -2.9 | 0.6 | -5.5
CC(=O)c1cc2c(O)c(O)ccc2o1 | 1.0 | 0.3 | 6.8 | 2.9 | -0.7 | 6.0 | -12.1 | -15.7 | -0.5
C[C@H](O)[C@@H]1CN2CCc3c([nH]c4ccccc34)[C@@H]2C[C@@H]1N(C)C(=S)Nc1ccc(C#N)cc1 | 8.8 | 0.6 | 10.1 | · | · | · | · | 4.9 | ·
COc1c2ccoc2c(OCC=C(C)C)c2oc(=O)ccc12 | -8.7 | -1.4 | 24.1 | -2.7 | -0.9 | -18.1 | -5.3 | 3.3 | 1.5
Cc1ccc(-c2nnc(N(C)C(=O)c3ccncc3)s2)cn1 | 9.8 | 0.0 | -3.0 | 0.4 | 2.5 | -12.8 | -4.5 | 0.7 | -2.7
COc1ccc(Cl)cc1C(=O)Nc1cccc(-c2ccc3nncn3n2)c1 | -3.2 | 0.9 | 1.9 | -0.2 | 0.4 | -8.9 | -4.7 | -6.9 | -2.9
O=C(Nc1ccc(S(=O)(=O)Nc2ccccc2F)cc1)N1CCCCC1 | -9.9 | 2.4 | 15.4 | 2.7 | 3.4 | 15.3 | -4.0 | 17.5 | -7.3
Cc1cc(NC(=O)CSc2nnc(C3CC3)n2N)c([N+](=O)[O-])cc1C | -17.6 | 0.6 | 15.4 | 0.0 | -1.1 | -9.6 | -7.3 | -9.3 | 7.8
O=C(NCC1CCCO1)C1CCN(S(=O)(=O)c2cccc3cccnc23)CC1 (stereo unspecified) | -17.1 | 0.4 | 15.5 | 1.0 | 0.1 | -2.9 | -4.8 | -10.4 | -5.9

The listing, previewed entries included:
Molecule | CHO-K1 Ca antag | M1 ag parental | CHO-K1 Ca PAM | OXTR agonist | V1aR counter | CHO parental Ca | OXTR potentiator | TAAR1 antag | GPR7 antag
O=c1c2ccccc2nc(-c2ccccc2)n1/N=C/c1ccc([N+](=O)[O-])cc1 | -9.0 | 1.9 | 19.2 | -1.9 | 0.1 | -13.6 | -6.2 | -1.3 | -4.0
O=S1(=O)C=CC(N2CCOCC2)C1 (stereo unspecified) | -11.3 | 0.9 | 12.4 | 0.1 | 0.7 | 6.4 | -2.1 | -4.1 | 0.2
Cn1cccc1CNCC(O)c1ccccc1 (stereo unspecified) | 7.0 | -0.4 | -6.4 | -0.6 | 0.1 | -5.3 | -2.9 | 0.6 | -5.5
CC(=O)c1cc2c(O)c(O)ccc2o1 | 1.0 | 0.3 | 6.8 | 2.9 | -0.7 | 6.0 | -12.1 | -15.7 | -0.5
C[C@H](O)[C@@H]1CN2CCc3c([nH]c4ccccc34)[C@@H]2C[C@@H]1N(C)C(=S)Nc1ccc(C#N)cc1 | 8.8 | 0.6 | 10.1 | · | · | · | · | 4.9 | ·
COc1c2ccoc2c(OCC=C(C)C)c2oc(=O)ccc12 | -8.7 | -1.4 | 24.1 | -2.7 | -0.9 | -18.1 | -5.3 | 3.3 | 1.5
Cc1ccc(-c2nnc(N(C)C(=O)c3ccncc3)s2)cn1 | 9.8 | 0.0 | -3.0 | 0.4 | 2.5 | -12.8 | -4.5 | 0.7 | -2.7
COc1ccc(Cl)cc1C(=O)Nc1cccc(-c2ccc3nncn3n2)c1 | -3.2 | 0.9 | 1.9 | -0.2 | 0.4 | -8.9 | -4.7 | -6.9 | -2.9
O=C(Nc1ccc(S(=O)(=O)Nc2ccccc2F)cc1)N1CCCCC1 | -9.9 | 2.4 | 15.4 | 2.7 | 3.4 | 15.3 | -4.0 | 17.5 | -7.3
Cc1cc(NC(=O)CSc2nnc(C3CC3)n2N)c([N+](=O)[O-])cc1C | -17.6 | 0.6 | 15.4 | 0.0 | -1.1 | -9.6 | -7.3 | -9.3 | 7.8
O=C(NCC1CCCO1)C1CCN(S(=O)(=O)c2cccc3cccnc23)CC1 (stereo unspecified) | -17.1 | 0.4 | 15.5 | 1.0 | 0.1 | -2.9 | -4.8 | -10.4 | -5.9
CC1CCN(CCOCCOc2ccc(Br)cc2Cl)CC1 | 4.6 | 2.6 | 9.7 | 7.0 | 13.5 | -14.8 | -4.0 | -7.6 | 28.6*
COc1ccc(Cl)cc1N(CC(=O)N1CCN(Cc2ccccc2)CC1)S(C)(=O)=O | -4.6 | 0.5 | 14.8 | 1.7 | 0.3 | -22.5 | -3.6 | 10.6 | -1.4
COc1cc(OC)c(OC)cc1/C=C/c1cc(C(=O)O)c2ccccc2n1 | -12.0 | 0.9 | 18.5 | 0.2 | -0.1 | 2.0 | 0.7 | -16.4 | -20.4
Cc1cccc(NC(=O)c2cc(S(=O)(=O)NCc3ccco3)ccc2F)c1C | -9.8 | 1.2 | 23.4 | -1.3 | -0.4 | -8.1 | -8.8 | 9.0 | -2.7
Cc1cccc(Nc2ncnc3onc(-c4ccc(F)cc4)c23)c1C | -14.1 | 0.0 | 22.1 | -3.0 | -1.7 | -10.9 | -7.1 | -11.0 | 10.1
CCc1ccc(C(CNc2nc(C(F)(F)F)nc3ccccc23)N(C)C)cc1 (stereo unspecified) | -10.8 | 5.5 | -5.4 | 6.6 | 4.7 | -2.7 | -8.0 | -4.7 | 12.8
CN1C/C(=C\c2ccc(N3CCOCC3)cc2)C(=O)/C(=C/c2ccc(N3CCOCC3)cc2)C1 | -3.1 | 5.2 | 1.6 | 7.1 | 15.9 | 2.0 | -8.3 | 21.2 | -8.7
COc1cccc(-c2nnc(NC(=O)CCS(=O)(=O)c3ccc(F)cc3)o2)c1 | -1.8 | 0.5 | 8.8 | · | · | · | · | -1.1 | ·
O=[N+]([O-])c1ccc(N2CCN(CCOc3nonc3-c3ccccc3)CC2)c(Cl)c1 | -3.3 | 0.4 | 11.6 | 3.2 | 0.2 | -4.2 | -1.1 | -11.6 | 5.4
NCC(=O)NCC(=O)NC[C@H]1O[C@@H](n2ccc(=O)[nH]c2=O)[C@H](O)[C@@H]1O | 14.6 | 0.0 | 5.3 | · | · | · | · | 5.3 | ·
CC12CCC(c3c(CO)nn(-c4ccccc4)c31)C2(C)C (stereo unspecified) | -7.4 | 0.5 | 17.7 | 0.8 | -0.2 | -0.8 | -0.9 | -1.7 | -11.3
CCCCSc1nc(N)nc2c1ncn2C1OC(CO)C(O)C1O (stereo unspecified) | -9.4 | 0.5 | 14.4 | · | · | · | · | 2.6 | ·
Fc1ccc(CNc2ccc(CNc3ncn[nH]3)cc2)cc1 | -12.5 | 1.6 | -4.0 | · | · | · | · | 0.9 | -0.1
COc1ccc(-c2coc(CCC(=O)N3CCN(c4cc(C)ccc4C)CC3)n2)cc1 | -6.8 | 3.2 | 20.9 | · | · | -14.9 | · | -7.5 | ·

Exported as labelled records: entries from further up
Cc1cccc(NC(=O)c2cc(S(=O)(=O)NCc3ccco3)ccc2F)c1C
  CHO-K1 Ca antag: -9.8 | M1 ag parental: 1.2 | CHO-K1 Ca PAM: 23.4 | OXTR agonist: -1.3 | V1aR counter: -0.4 | CHO parental Ca: -8.1 | OXTR potentiator: -8.8 | TAAR1 antag: 9.0 | GPR7 antag: -2.7
Cc1cccc(Nc2ncnc3onc(-c4ccc(F)cc4)c23)c1C
  CHO-K1 Ca antag: -14.1 | M1 ag parental: 0.0 | CHO-K1 Ca PAM: 22.1 | OXTR agonist: -3.0 | V1aR counter: -1.7 | CHO parental Ca: -10.9 | OXTR potentiator: -7.1 | TAAR1 antag: -11.0 | GPR7 antag: 10.1
